# USP28 inh = inhibitors of human USP28 deubiquitinase | Ubiquitin carboxyl-terminal hydrolase 28 (Homo sapiens), Q96RU2 | purified USP28, Ub-rhodamine cleavage fluorescence, 30 min | inhibition, % at 25 µM | 47,000 compounds, 3% hits
# USP17 inh = inhibitors of human USP17 deubiquitinase | purified USP17, Ub-rhodamine cleavage fluorescence, 3 h | inhibition, % at 50 µM | 47,000 compounds, 6.5% hits
# OTUD3 inh = inhibitors of human OTUD3 deubiquitinase; purified OTUD3, Ub-rhodamine fluorescence, 2 h; AID 1645858, 2021; 47,000 compounds, 0.7% hits; inhibition, % at 25 µM
# USP8 block = inhibitors of human USP8 deubiquitinase; Ubiquitin carboxyl-terminal hydrolase 8 (Homo sapiens), P40818; purified USP8, Ub-rhodamine cleavage fluorescence, 30 min; inhibition, % at 20 µM; 47,000 compounds, 4.2% hits; AID 1645853, 2021
# USP7 inh = inhibitors of human USP7 deubiquitinase. Ubiquitin carboxyl-terminal hydrolase 7 (Homo sapiens), Q93009. purified USP7, Ub-rhodamine cleavage fluorescence. inhibition, % at 20 µM. 47,000 compounds, 0.3% hits. AID 1645854, 2021
# Target sequence (Q93009 whole entry, looked up): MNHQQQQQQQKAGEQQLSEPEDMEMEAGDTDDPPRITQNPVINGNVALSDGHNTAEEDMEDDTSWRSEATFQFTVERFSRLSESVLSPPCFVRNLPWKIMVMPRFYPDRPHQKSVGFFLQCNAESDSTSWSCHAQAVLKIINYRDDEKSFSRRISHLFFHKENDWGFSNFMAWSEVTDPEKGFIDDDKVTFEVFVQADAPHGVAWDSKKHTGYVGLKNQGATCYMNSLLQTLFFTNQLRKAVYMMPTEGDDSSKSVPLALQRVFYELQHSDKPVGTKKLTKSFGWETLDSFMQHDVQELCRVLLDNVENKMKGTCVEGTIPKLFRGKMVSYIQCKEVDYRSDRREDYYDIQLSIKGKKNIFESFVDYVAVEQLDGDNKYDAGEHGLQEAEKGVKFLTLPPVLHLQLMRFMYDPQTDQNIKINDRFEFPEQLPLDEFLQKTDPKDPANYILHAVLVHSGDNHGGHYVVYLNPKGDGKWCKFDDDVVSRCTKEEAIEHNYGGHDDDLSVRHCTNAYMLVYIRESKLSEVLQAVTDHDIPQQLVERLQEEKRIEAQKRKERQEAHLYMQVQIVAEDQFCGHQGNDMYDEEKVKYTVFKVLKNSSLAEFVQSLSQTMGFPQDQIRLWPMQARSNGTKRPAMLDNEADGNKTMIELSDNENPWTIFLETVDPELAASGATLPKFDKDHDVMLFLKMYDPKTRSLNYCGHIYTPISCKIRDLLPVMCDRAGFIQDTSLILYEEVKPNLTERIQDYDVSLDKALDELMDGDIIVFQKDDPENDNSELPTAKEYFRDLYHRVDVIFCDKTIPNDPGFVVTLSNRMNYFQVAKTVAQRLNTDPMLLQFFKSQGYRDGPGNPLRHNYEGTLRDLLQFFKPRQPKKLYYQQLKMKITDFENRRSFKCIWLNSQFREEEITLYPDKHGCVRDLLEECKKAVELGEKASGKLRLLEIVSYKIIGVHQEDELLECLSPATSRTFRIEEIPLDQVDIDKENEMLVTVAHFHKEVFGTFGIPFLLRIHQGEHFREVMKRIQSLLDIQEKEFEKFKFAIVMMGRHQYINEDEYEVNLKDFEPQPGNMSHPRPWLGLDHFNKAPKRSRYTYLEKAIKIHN
# USP30 inh = inhibitors of human USP30 deubiquitinase | Ubiquitin carboxyl-terminal hydrolase 30 (Homo sapiens), Q70CQ3 | purified USP30, Ub-rhodamine cleavage fluorescence | inhibition, % at 25 µM | 47,000 compounds, 5.3% hits
# UCHL1 block = inhibitors of human UCHL1 deubiquitinase. Ubiquitin carboxyl-terminal hydrolase isozyme L1 (Homo sapiens), P09936. purified UCHL1, Ub-rhodamine cleavage fluorescence. inhibition, % at 20 µM. 47,000 compounds, 0.2% hits. AID 1645859, 2021
# USP10 inh = inhibitors of human USP10 deubiquitinase; purified USP10, Ub-rhodamine fluorescence, 60 min; inhibition, % at 20 µM; 47,000 compounds, 1.1% hits; AID 1645856, 2021
# * = called active by the depositor; . = no result given. Cut-off read from the data, not from the text of the source: active = inhibition above about 30%; inactive = the rest.
SMILES,USP28 inh,USP17 inh,OTUD3 inh,USP8 block,USP7 inh,USP30 inh,UCHL1 block,USP10 inh
Cn1cccc1C(=O)N1CCn2nc(-c3ccc4ccccc4c3)cc2C1,9,11,-6,17,-55,12,7,6
O=C(NC1CC1)c1ccc2c(=O)n3c(nc2c1)CCCC3,.,0,6,2,3,.,0,0
C[C@H]1C(=O)N(C)[C@@H]2CCN(S(=O)(=O)c3ccco3)[C@@H]2C(=O)N1C,8,11,12,20,4,14,0,1
Cc1nc(N2CCCC2)ncc1-c1cc(=O)[nH]c(N2CCC(Cc3ccccc3)CC2)n1,6,10,0,7,3,10,0,0
Cc1cc(-c2cc(C)[nH]n2)nc(C2CCN(S(=O)(=O)N(C)C)CC2)n1,0,1,-16,-4,5,0,0,-1
COc1cc(C(C(=O)Nc2c(C)cccc2C)N(Cc2ccccc2)C(=O)c2ccc(-n3cnnn3)cc2)ccc1O (stereo not drawn),5,29,3,19,-10,12,3,0
Cc1ccc(CSc2nnc(CNC(=O)c3ccc(F)cc3)n2-c2ccccc2)cc1,7,11,9,2,-25,23,2,0
Cc1nc2ccccn2c(=O)c1NC(=O)COc1ccc(Cl)cc1,-8,-4,-6,-1,.,14,-3,-1
COc1ccc(NC(=O)Cn2cc(C(=O)c3ccccc3)c(=O)c3cc4c(cc32)OCCO4)cc1OC,-10,23,-4,0,0,-20,-2,0
C=C1C(=O)[C@H](OC(C)=O)/C=C(/C)[C@H](O)[C@H](O)[C@@H]2[C@@H]1CC2(C)C,-6,-6,-12,-7,-1,5,0,-2
Cc1ccc(C(=O)Cn2c(=O)n(C(C)C)c3nc(-c4ccco4)nc(C(N)=O)c32)c(C)c1,-38,-10,-37,40*,26,-242,14,-2
CC(=O)N1CCCN(C2=NS(=O)(=O)C(c3ccccc3)=C2C)CC1,-95,-142,-75,-13,-9,-349,-8,-5
CN1C(=O)COc2ccccc2CCCC[C@@H]2[C@H]1CCCN2C(=O)CC1CCOCC1,-15,-14,-8,-15,-1,-8,-3,-7
COc1ccc(-c2cc3c(=O)n(CC(=O)NC4CCCCCC4)ncn3n2)cc1,0,-1,0,3,6,-2,0,8
COc1ccc(-c2nc3ccccc3o2)cc1NC(=O)c1cccs1,-6,8,-2,0,4,-30,4,1
O=C(C1CCCC1)N1Cc2ccccc2CC2(CCN(CC3CCOCC3)C2)C1 (stereo not drawn),-11,-12,-15,-4,-30,-37,-5,-12
CCOc1ccccc1CNC(=O)C1c2ccccc2C(=O)N(CC(C)C)C1c1cccs1 (stereo not drawn),4,21,16,9,1,17,6,10
CNc1nc2c(c(=O)n1-c1ccccc1)CCN(C(=O)NC1CCCC1)C2,-1,4,-3,4,0,-16,-4,0
O=C1COc2ccccc2C/C=C/CC2(CCN(S(=O)(=O)N3CCCC3)CC2)CN1,5,8,8,12,2,16,2,-4
COc1ccc(CC(=O)N2CCC(c3onc4c3CC(C)CC4)CC2)cc1 (stereo not drawn),4,-1,3,-2,-4,0,-1,1
Cc1cc(C)cc(C(=O)N2CCc3c(c(-c4nc(-c5ccccc5)no4)nn3C)C2)c1,8,0,10,-7,4,0,6,0
Cc1ccccc1C(=O)N1CCC(N2CCN(c3ccc(F)cc3)CC2)CC1,6,5,18,0,-1,20,-2,0
Cc1ccc(S(=O)(=O)N(CC(=O)Nc2ccc(C)c(C)c2)C2CCCCC2)cc1,-1,-5,-2,-10,12,11,5,8
N#Cc1ccc(OC(C(=O)N2CCCC2)c2ccccc2)cc1 (stereo not drawn),-4,-2,3,12,-8,-3,1,-6
O=C(Nc1ncn[nH]1)c1cc(-c2ccncc2)nc2ccccc12,.,-2,5,-2,0,.,0,-2
Cc1cc(NC(=O)c2cccc(S(=O)(=O)N3CCOCC3)c2)c2ccccc2n1,-17,-10,-12,-15,0,-12,1,-1
Clc1cccc(CN2CCC3(COCc4cnc(-c5cccnc5)nc43)C2)c1 (stereo not drawn),-6,-22,-5,-70,-3,1,0,0
c1ccc(-c2cc3c(N4CCc5ccccc5C4)ncnc3s2)cc1,12,30,23,53*,18,30,4,15
COc1ccc(/C(C#N)=C/c2cn[nH]c2)cc1,4,-21,6,-2,5,2,4,-1
COCCCn1cnc2c(-c3ccccc3)cn(CC(=O)NCc3ccc(C)cc3)c2c1=O,9,14,14,15,3,28,5,-1
CC(C)(C)C(=O)N1CCC(Cc2nccnc2-c2cccc(C(=O)O)c2)C1 (stereo not drawn),-38,8,-1,0,2,-1,-4,1
Cc1ccc(-n2nc(C)c3c2NC(=O)CC3C(=O)c2cc3ccccc3o2)cc1 (stereo not drawn),4,8,10,24,3,6,-1,33*
Cc1cccc(C(=O)N2CC(C(=O)NC3CCCC3)C3(CCOCC3)C2)c1 (stereo not drawn),10,5,3,14,5,17,3,-2
COc1cc(C(CC(=O)c2ccccc2)CC(=O)c2ccccc2)cc(OC)c1OC,13,18,15,14,6,28,4,5
Cc1ccc(Cn2c(=O)c3ccccc3n3c(CCC(=O)NCCN4CCN(c5cccc(Cl)c5)CC4)nnc23)cc1,2,2,23,0,-5,8,4,1
O=C(Nc1ccccc1F)c1nc(-c2cn(-c3ccc(F)cc3)nn2)no1,15,-4,-5,90*,-13,-17,11,25
CS(=O)(=O)N1CCN(C(=O)c2ccc(N3CCC(Cc4ccccc4)CC3)nn2)CC1,4,0,-5,-8,0,2,0,-3
CCc1nnc(-c2cc(S(=O)(=O)Nc3cccc(F)c3)c[nH]2)o1,-5,.,-5,2,1,1,0,0
O=C(Nc1ccc2c(c1)OCO2)C1CCN(Cc2nc3ccccc3s2)CC1,70*,5,10,14,2,-6,1,-1
O=C(CCCCn1c(=O)[nH]c2ccccc2c1=O)Nc1ccc(Oc2ccccc2)cc1,17,16,7,20,5,23,1,24

# Reprinted from the part before: 3 compounds, followed by the next part.
SMILES,USP28 inh,USP17 inh,OTUD3 inh,USP8 block,USP7 inh,USP30 inh,UCHL1 block,USP10 inh
CCc1nnc(-c2cc(S(=O)(=O)Nc3cccc(F)c3)c[nH]2)o1,-5,.,-5,2,1,1,0,0
O=C(Nc1ccc2c(c1)OCO2)C1CCN(Cc2nc3ccccc3s2)CC1,70*,5,10,14,2,-6,1,-1
O=C(CCCCn1c(=O)[nH]c2ccccc2c1=O)Nc1ccc(Oc2ccccc2)cc1,17,16,7,20,5,23,1,24
CN(Cc1ccc2c(c1)OCO2)C(=O)c1cccc(N2CCCC2=O)c1,-5,8,2,5,-5,4,-2,4
Cc1nnc(Nc2cccc(C3CCCNC3)n2)s1 (stereo not drawn),12,2,7,-39,5,23,0,2
COc1ccc(CCNC(=O)c2cnn(-c3ccc(F)cc3F)c2C2CCNCC2)c(OC)c1,-4,-33,-9,-135,-4,1,-4,-4
CCn1cc(S(=O)(=O)NCc2cc(F)cc(F)c2)c2cccnc21,11,37*,10,48*,-17,-44,5,8
CN1CCN(Cc2cccnc2)C(=O)C12CCN(c1ncccn1)CC2,-44,-77,-22,-189,-5,-112,-6,-7
COc1ccc(C(=O)N2CCN(Cc3noc(-c4ccccc4)n3)CC2)cc1,12,10,8,4,0,-1,0,-2
O=C(NC1CC1)C1CCN(c2ccc(-c3ccc(F)cc3)nn2)CC1,-5,-4,-7,0,-2,-9,-1,1
CCc1cccc(C)c1-n1nnnc1C1(N)CCCC1,5,7,2,11,6,6,2,0
CCCNCc1cc(=O)n2[nH]c(NCc3ccccc3Cl)nc2n1,.,3,3,5,1,.,1,1
COc1cccc(C(=O)Oc2nc(-c3cnccn3)sc2C)c1,-6,-17,7,3,-1,6,0,2
CCOC(=O)c1ccc(NC(=O)C2CCN(c3nccc4sccc34)CC2)cc1,18,15,-16,54*,-7,-61,-1,4
COc1cccc(C(=O)Nc2cc3c4c(c2)CC(=O)N4CCC3)c1,33*,17,-13,65*,-2,-18,2,-1
COc1ccc(/C=C/C(=O)N2c3ccc(F)cc3CCC2C)cc1OC (stereo not drawn),6,5,2,-78,5,8,6,0
COc1ccc(C(CNC(=O)c2sccc2C)N2CCCCC2)cc1 (stereo not drawn),13,7,9,19,3,19,1,-4
Fc1ccc(C2(c3nnc(C4CC4)o3)CCOCC2)cc1,8,14,18,22,-6,26,1,1
CC(C)Oc1ccc(C(=O)N2CC3CC2C(=O)O3)cc1 (stereo not drawn),5,2,11,8,6,14,3,-3
COc1ccc(CCNC(=O)[C@H](C)NC(=O)N2CCn3c2nc2ccccc23)cc1OC,19,20,7,1,2,30*,-1,0
COc1ccccc1NC(=O)Cn1cncc(C(=O)NC2CC2)c1=O,4,12,12,12,6,25,2,1
COC(=O)c1cccc(S(=O)(=O)N(CCO)Cc2cc3c(C)cc(C)cc3[nH]c2=O)c1,-15,-9,-11,-14,-4,-39,-6,-4
Cc1cccc(C(=O)NCC2COCc3c(-c4ccoc4)nnn3C2)n1 (stereo not drawn),-1,-1,-1,-63,0,-6,-1,2

# Quoted from the listing:
# COc1ccccc1NC(=O)Cn1cncc(C(=O)NC2CC2)c1=O in USP28 inh → 4
# COC(=O)c1cccc(S(=O)(=O)N(CCO)Cc2cc3c(C)cc(C)cc3[nH]c2=O)c1 in USP7 inh → -4
# Fc1ccc(C2(c3nnc(C4CC4)o3)CCOCC2)cc1 in USP8 block → 22

# (listing goes on)
SMILES,USP28 inh,USP17 inh,OTUD3 inh,USP8 block,USP7 inh,USP30 inh,UCHL1 block,USP10 inh
C=C1C[C@@]23CCC4[C@@](C)(CCC[C@@]4(C)C(=O)O[C@@H]4O[C@H](CO)C(O)[C@H](O)C4O)C2CC[C@@]1(O[C@H]1O[C@H](CO)C(O)[C@H](O)[C@H]1O[C@@H]1O[C@H](CO)[C@@H](O)[C@H](O)[C@H]1O)C3 (stereo partly drawn),-11,-12,-20,2,-7,-8,0,-3
Cc1ccc(-c2noc(CCC(=O)N3CCN(Cc4ccccc4)CC3)n2)cc1,0,-9,5,-2,0,14,3,-2
O=C(Nc1cccc(F)c1)N1CCc2nc3ccccc3n2CC1,-4,-10,-1,0,-2,-9,-1,0
COc1ccc([C@@H]2CN(S(=O)(=O)c3ccc(F)cc3)C[C@H]2c2ccn[nH]2)cc1,-6,-10,-13,-4,0,-14,2,1
Nc1nc(N2CCN(c3ccc(Cl)cc3)CC2)c2[nH]cnc2n1,-4,42*,-9,4,-8,16,0,1
COc1cccc(-n2cc(C(=O)N3CCN(c4ccccn4)CC3)c3ccccc3c2=O)c1,-1,-3,3,-30,-1,15,0,-3
O=C(NCCO)c1cnc2n1CC(c1cccc(C(F)(F)F)c1)CC2 (stereo not drawn),-3,2,-5,0,-6,0,-3,-3
CC(C)C(=O)Nc1cccc(C(=O)OCC(=O)c2ccc3ccccc3c2)c1,10,3,13,22,1,8,0,1
COc1cc(CNc2nn[nH]n2)cc(Cl)c1OCc1ccccc1,.,6,-1,0,-103,.,0,1
CN(C)c1cccc(C(=O)NCC2(c3ccccc3)CCCC2)c1,-8,2,-10,0,2,-21,0,4
O=C(NCC(c1ccco1)N1CCCCC1)c1cc2ccccc2oc1=O (stereo not drawn),13,11,16,24,1,18,0,-1
O=C(C1CCCC1)N1CCC(c2nc3c(nnn3Cc3ccc(F)cc3)c(=O)[nH]2)CC1,5,0,4,0,-28,17,0,2
CNC(=O)C1Cn2ccnc2C2(CCN(C(=O)Cc3ccccc3)CC2)O1 (stereo not drawn),-10,-23,-9,-125,-2,-10,-2,-1
COc1ccc(S(=O)(=O)N(Cc2ccccc2)c2ccccc2C(=O)Nc2ccc(S(=O)(=O)Nc3cc(C)ccc3OC)cc2)cc1,0,-10,5,-64,4,5,2,7
CC(=O)Nc1onc(C)c1-c1ccc(C)c(S(=O)(=O)Nc2cccc(C)c2)c1,2,-8,0,-8,6,-1,3,1
CCOC(=O)C1C(=O)NC(c2ccccc2)=NC1c1c(F)cccc1Cl (stereo not drawn),12,0,-1,4,4,13,2,2

# Just USP28 inh, UCHL1 block and USP30 inh, for some of the entries so far:
mol	USP28 inh	UCHL1 block	USP30 inh
O=C(NCC(c1ccco1)N1CCCCC1)c1cc2ccccc2oc1=O (stereo not drawn)	13	0	18
CCOC(=O)C1C(=O)NC(c2ccccc2)=NC1c1c(F)cccc1Cl (stereo not drawn)	12	2	13
